FBPA Giardia inh – blocks Giardia fructose-bisphosphate aldolase activity | A8B2U2 | purified Giardia FBPA | Potency, µM (titrated, usually from 59.6 µM), for inactives: at the highest dose activity, negative = inhibition, usual class: inhibitors | 290,000 compounds, 0.71% hits; also: potency is read from the fitted curve at half-maximal effect; % is scaled to controls: 0 for no effect and ±100 for the full control effect; nearly all actives have a fitted effect of over 55% in size
Target sequence (A8B2U2 whole entry, looked up): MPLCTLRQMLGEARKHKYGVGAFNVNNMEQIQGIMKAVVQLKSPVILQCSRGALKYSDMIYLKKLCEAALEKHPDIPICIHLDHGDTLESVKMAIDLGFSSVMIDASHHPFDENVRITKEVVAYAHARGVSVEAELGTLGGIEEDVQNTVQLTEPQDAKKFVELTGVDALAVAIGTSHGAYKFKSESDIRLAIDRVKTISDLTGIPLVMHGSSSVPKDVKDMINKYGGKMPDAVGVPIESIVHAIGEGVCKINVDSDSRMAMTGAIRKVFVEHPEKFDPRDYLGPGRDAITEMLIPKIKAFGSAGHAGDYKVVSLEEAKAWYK
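40 nM FBPA preincubated 10 min at RT with compound (up to 57.5 uM final), then substrate plus GAPDH/TPI/NAD/arsenate coupling and diaphorase/resazurin added. Fluorescence read after 20 min at RT, 525/598 nm.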
Cycloheximide cs – counter-screen for Shiga toxin inhibitors: cycloheximide protein synthesis inhibition; max response, %; AID 2314; 300,000 compounds, 12% hits; cell reporter, cycloheximide protein synthesis inhibition counterscreen; in the data active = max response mostly above about 13%, no sharp cut-off; inactive = mostly below about 14%; also: read at 38.3 µM for the half of the compounds with a filed dose; 0% is about no effect
AmpC inh detg – AmpC beta-lactamase inhibition with detergent present; Potency, µM (top dose mostly 114 µM), for the others: top-dose activity change, negative = inhibition, hits mostly inhibitors; AmpC hydrolysis of nitrocefin, absorbance 480 nm, 0.01% Triton; 370,000 compounds, 0.041% hits; P00811;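 also: potency is read from the fitted curve at half-maximal effect; 0% = no-compound wells and -100% = no-enzyme wells; nearly all actives have a fitted effect of over 25% in size; some results filed as inactive show a strong effect at the top dose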
Target sequence (P00811 whole entry, looked up): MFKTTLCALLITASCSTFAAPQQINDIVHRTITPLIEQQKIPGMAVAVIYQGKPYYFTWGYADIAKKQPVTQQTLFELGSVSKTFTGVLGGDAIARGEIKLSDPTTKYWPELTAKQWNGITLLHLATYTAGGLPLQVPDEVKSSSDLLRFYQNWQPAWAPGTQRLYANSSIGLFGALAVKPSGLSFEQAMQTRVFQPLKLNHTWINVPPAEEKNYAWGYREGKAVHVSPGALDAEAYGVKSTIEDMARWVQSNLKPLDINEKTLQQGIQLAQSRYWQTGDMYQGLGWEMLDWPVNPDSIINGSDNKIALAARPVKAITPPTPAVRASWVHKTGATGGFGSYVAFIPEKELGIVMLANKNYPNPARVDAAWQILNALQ
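AmpC (5.3 nM in the dispensed reagent) in 20 mM phosphate pH 7.0 with 0.01% (detergent screen) or 0.0001% Triton X-100 was preincubated with compounds for 15 min at room temperature. Nitrocefin was then added from an 800 uM solution, and hydrolysis was followed at 480 nm.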
Shiga inhibitor – Shiga toxin inhibition; 290,000 compounds, 9.2% hits; inhibition, % at 38.7 µM; Vero cells, Shiga toxin protein synthesis inhibition reporter; in the data active = inhibition mostly above about 28%, no sharp cut-off; inactive = mostly below about 43%; also: 0% is about no effect
HCMV inh – blocks human cytomegalovirus replication; 410,000 compounds, 4.5% hits; activity change, negative = inhibition, % at 57.5 µM; HFF cells, HCMV-luciferase reporter, 72 h; stronger effect = lower value; AID 1259415; in the data active = activity change below about -60%; inconclusive = no clear call, values can overlap the other calls; inactive = above about -39%; also: % is scaled to controls: 0 for no effect and ±100 for the full control effect
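Screen run at 2 compound doses on HFFs infected with reporter HCMV, MOI 1 PFU/cell. Luciferase activity from cell lysates at 72 h post infection gave inhibition relative to buffer-only and Salinomycin wells.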
AmpC inh no detg – AmpC beta-lactamase inhibition without detergent. P00811. 330,000 compounds, 0.52% hits. AID 485341. AmpC nitrocefin hydrolysis, absorbance 480 nm, 0.0001% Triton. Potency, µM (titrated, usually from 57.1 µM), without a hit: at the highest dose activity change, negative = inhibition, usual class: inhibitors;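 also: potency is read from the fitted curve at half-maximal effect; plate controls were no compound for no effect and no enzyme for full effect; nearly all actives have a fitted effect of over 20% in size; some results filed as inactive show a strong effect at the top dose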
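AmpC (5.3 nM in the dispensed reagent) in 20 mM phosphate pH 7.0 with 0.01% (detergent screen) or 0.0001% Triton X-100 was preincubated with compounds for 15 min at room temperature. Nitrocefin was then added from an 800 uM solution, and hydrolysis was followed at 480 nm.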
AMA1 RON2 block – disrupts binding of P. falciparum AMA1 to RON2; AlphaScreen AMA1-biotinylated RON2 peptide binding; Potency, µM (series often up to 58.2 µM), for inactives: at the top dose activity change, negative = inhibition, most hits filed as inhibitors; 360,000 compounds, 0.2% hits;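 also: potency is read from the fitted curve at half-maximal effect; 0% = vehicle wells and -100% = peptide control; nearly all actives have a fitted effect of over 45% in size; some results filed as inactive show a strong effect at the top dose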
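AMA1 (3D7) with his tag at 25 nM final met compounds first, then biotinylated RON2 peptide at 25 nM; detection used donor plus acceptor beads, 10 µg/mL apiece, read by AlphaScreen after 30 min at room temperature.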
Starred values were filed as active, the others as inactive; ? = inconclusive; nt = not tested or not shown; [ ] = remark or other dose. Unless noted, calls follow the shape of the dose curve; as a rule, active = well fitted curve in the direction sought with a large enough effect; inconclusive = small, poorly fitted or top-dose-only effect, or another doubt; inactive = no such curve, though single readings can be large; an effect the other way counts as inactive or inconclusive.

SMILES | FBPA Giardia inh | Cycloheximide cs | AmpC inh detg | Shiga inhibitor | HCMV inh | AmpC inh no detg | AMA1 RON2 block
O=C(Nc1ccc(CN2CCOCC2)cc1)c1ccc(-c2cccc(Cl)c2)o1 | nt | 18 | -1% | 30 | -86* | 221%[activator] | -16%
CCCCCC(=O)NCC(C)NC(=O)CCCCC (stereo unspecified) | 5% | -3 | -2% | 6 | 51 | 4% | 3%
Cc1ccc2c(c1)[nH]c1c(=O)n(CCN3CCCCC3)cnc12 | -1% | -2 | ? | -3 | 92 | -21% | 0%
OC(c1ccc(Cl)cc1)C(O)c1nc2ccccc2[nH]1 (stereo unspecified) | 1% | 2 | 4% | -10 | -11 | 1% | 4%
Cn1c(=O)c2c(ncn2CC(=O)N2CCOCC2)n(C)c1=O | -1% | -2 | -19% | -2 | -4 | -4% | 1%
O=C1C2C3CCC(C3NCc3ccccc3)C2C(=O)N1Cc1ccccc1 (stereo unspecified) | 3% | -7 | 3% | -8 | ? | 18% | -3%
C/C(=N\NC(=O)c1ccc(O)cc1)c1cccc(NC(=O)c2ccccc2C)c1 | 1% | 25* | 1% | 28* | 11 | -29% | 32%[activator]
Nc1ccc(C(=O)NCC2(c3ccccc3)CCCC2)cc1 | 3% | -4 | 5% | 10 | -7 | -10% | 1%
CCOC(=O)CNc1nc(Cl)nc(Nc2ccc(C)cc2)n1 | 8% | 8 | 8% | 6 | -19 | -21% | 10%
Cc1ccc(S(=O)(=O)N2CCC(C(=O)N3CCC4(CC3)OCCO4)CC2)cc1 | -2% | 2 | -2% | 8 | -11 | 64%[activator] | 13%
CCCCN1CC2([N+](=O)[O-])C=CC(=O)C([N+](=O)[O-])(C1)C2CC(=O)c1ccccc1 (stereo unspecified) | -23% | -4 | ? | -20 | 42 | -29% | -7%
CNc1nc(-c2ccccc2)cc(C(F)(F)F)c1C#N | 5% | -2 | -6% | -5 | -7 | -12% | -7%
O=C1CC2(CCN(C(=O)c3ccccc3Br)CC2)Oc2ccccc21 | nt | nt | -4% | nt | -10 | 30% | 11%
S=C(NCc1ccco1)Nc1ccc2c(c1)OCCO2 | -14% | 70* | -2% | 69* | 59 | 3%[2.29 µM] | -8%
CC(=O)NCC1CCCN(c2nc3nonc3nc2N(C)Cc2ccccc2)C1 (stereo unspecified) | -2% | -1 | 5% | -3 | 32 | -2% | 3%
Cc1ccc(Nc2nc(-c3cccnc3)nc3ccccc23)cc1 | 4% | 1 | 1% | 11 | -69* | -3% | 1%
Cc1ccc(NC(=O)c2cc(-c3cc(Cl)ccc3O)n[nH]2)cc1C | 15% | -5 | -3% | -6 | 14 | -35% | 59%[activator]
Cc1cc(N2CCOCC2)nc2ccc(NC(=S)NC(C)C)cc12 | -11% | 1 | 5% | -4 | 26 | 10% | 10%
CN(C)CCCN(C(=O)c1ccc([N+](=O)[O-])o1)c1nc2cc3c(cc2s1)OCO3 | ? | 55* | 0% | 60* | 94 | -19% | -5%
COc1ccc(S(=O)(=O)NCCC(=O)Nc2ccc(C)cc2)cc1 | 4% | 2 | -6% | -13 | 14 | -36% | -7%
COc1ccc(Cl)cc1NC(=O)COc1ccc2c(c1)OCO2 | nt | nt | -8% | nt | 0 | -32% | -5%
O=C(O)CCC(=O)Nc1ccc(Br)cc1C(=O)c1ccccc1 | 12% | -2 | -2% | -13 | 10 | -11% | -4%
COC(=O)Cc1ccc(NC(=O)c2ccccc2Br)cc1 | -11% | 15* | -13% | 50 | -32 | -7% | 4%
CCOc1ccc(C(=O)N/N=C/c2ccccc2[N+](=O)[O-])cc1 | 0% | 73* | -13% | 102* | 10 | -11% | -9%
O=C(NC(=S)Nc1ccc(CN2CCCCC2)cc1)c1cccc(OCc2ccccc2)c1 | -2% | -4 | 2% | -10 | -21 | -18% | 13%
CCOC(=O)c1c(N)n(-c2ccc(N)cc2)c2nc3ccccc3nc12 | 10% | -2 | ? | 15 | ? | -47% | -4%
O=S(=O)(NCc1ccncc1)c1ccccc1 | 5% | -2 | -22% | 2 | ? | -22% | -24%
CCOC(=O)C1=C(C)N(c2ccc(OC)cc2)C(=O)/C1=C\c1cccs1 | -1% | 6 | -11% | 2 | -62* | -12% | 21%
COc1ccc(C(=O)NC(Cc2ccccc2)c2ccc3c(c2)OCCCO3)cc1 (stereo unspecified) | 1% | 16 | -13% | -4 | 16 | -32% | 5%
N#Cc1c(-c2ccc(Br)cc2)cc(-c2cccnc2)nc1N | 0% | -3 | -3% | 11 | 47 | -11% | 36%[activator]
CCOc1ccc(NC(=O)CC2C(=O)N(C)C(=S)N2CCCc2ccccc2)cc1 (stereo unspecified) | -4% | -6 | -14% | 19 | -26 | 44% | 5%
CN(c1ccccc1)c1nc(N)c([N+](=O)[O-])c(NCc2ccccc2)n1 | -1% | -1 | 11% | 1 | -23 | -32% | -27%
C=CCN1C(=O)CSC1=Nc1ccc(C(=O)O)cc1 | -12% | 0 | ? | 6 | 4 | -6% | -7%
O=c1oc2cc(OCc3ccc([N+](=O)[O-])cc3)ccc2c2c1CCCC2 | -1% | 7 | 3% | 47 | 14 | ? | -14%
Cc1ccc(S(=O)(=O)N2CCOCC2)cc1C(=O)N1CCN(c2ncccn2)CC1 | nt | nt | -7% | nt | -26 | 19% | -7%
Cc1cccc(C(=O)Oc2coc(CSc3nnc(NC(=O)C4CC4)s3)cc2=O)c1 | 14% | -6 | -2% | -13 | -6 | -39% | 8%
CC(=O)c1cnc(N2CCCCC2)nc1C | 0% | 8 | ? | 13 | -13 | -2% | 41%[activator]
CC(=O)Nc1ccc2c(c1)nc(C)n2Cc1ccccc1 | -3% | -4 | ? | nt | -3 | -5% | -1%
Nc1c(S(=O)(=O)c2cccs2)c2nc3ccccc3nc2n1/N=C/c1cccc(O)c1 | 0% | -1 | -14% | 5 | -103* | -27% | -3%
Cc1ccnc(NC(=O)CCC(=O)N(CC(=O)NC2CCCCC2)c2cccc(C)c2C)c1 | 0% | 5 | -2% | -22 | 21 | -7% | -1%
CCCCNC(=O)c1onc(CSc2cccc3ccccc23)c1C(=O)O | -3% | -1 | -7% | -9 | 18 | -22% | -10%
CCCCN(CCCC)c1nc2ccccc2nc1C(C#N)C(=O)NCCCOC (stereo unspecified) | -12% | 13 | 7% | 28 | -39 | 48% | 21%
CCOC(=O)C1CCN(S(=O)(=O)c2ccc(-c3ccc(=O)[nH]n3)o2)CC1 | -16% | -1 | -7% | -3 | 11 | -5% | -3%
COc1cnc(SCc2ccc(Cl)c(Cl)c2)nc1Cl | 4% | 2 | 0% | 24 | 32 | -9% | 23%
CCCCCOC(=O)c1cc(=O)[nH]c2ccccc12 | 4% | 0 | -11% | 1 | 48 | -14% | 0%
COc1cccc(-c2nc(-c3ccc4c(c3)-c3ccccc3S4(=O)=O)c(-c3ccccc3)[nH]2)c1OC | 1% | -4 | -6% | 10 | 28 | ? | 26%
COc1ccc(OC)c(/C=N/NC(=O)c2cnccn2)c1 | -5% | 9 | -5% | 69* | 16 | -8% | 11%
CCOc1ccc(C(=O)Nc2nnc(C3=COCCO3)o2)cc1 | nt | 8.4* | 3% | 19 | -19 | -2% | 35%[activator]
Cc1ccc(-c2csc(Nc3ccc(S(N)(=O)=O)cc3)n2)o1 | -19% | 10 | 2% | -3 | 9 | -55% | 4%
N#CC(C#N)=C(N)Nc1cccc(Cl)c1 | -1% | 2 | -3% | 7 | 18 | -3% | -10%
CCOC(=O)/C=C/C(=O)Nc1ccc(S(=O)(=O)Nc2nccs2)cc1 | -10% | 0 | 0% | -2 | 3 | -45% | -6%
O=C(/C=C/c1ccccc1)NNC(=O)C1CC1 | 5% | -3 | -3% | -11 | 47 | -20% | 24%
CCN(C[C@H]1N[C@@](CC)(C(=O)OC)[C@H]2C(=O)N(C)C(=O)[C@@H]12)C(=O)Nc1ccc(C(F)(F)F)cc1 | nt | nt | nt | nt | 16 | -13% | -1%
CC(NC(=O)c1ccccc1)c1nnc(SCC(=O)NC2=NCCS2)n1C (stereo unspecified) | -1% | -5 | -28% | 22 | -9 | -29% | -5%
COCCCn1c(SCC(=O)NC(C)(C)C)nnc1-c1ccccc1 | -10% | 6 | 1% | -10 | -15 | 7% | 0%
Cc1oc(-c2ccc(-c3ccccc3)cc2)nc1CN(C)C1CCOC1 (stereo unspecified) | 0% | 60* | 0% | 75* | 38 | 203%[activator] | -13%
COCCNC(=O)Cc1c(C)c2c(cc(C)c3c(C)coc32)oc1=O | -1% | -5 | 0% | -6 | 12 | -16% | -3%
COc1ccc(S(=O)(=O)NC2CCCC2)cc1C(N)=O | nt | -3 | ? | -7 | 10 | -17% | -1%
CC(C)CC(=O)OCc1cn(-c2ccccc2)nn1 | 4% | 23* | -3% | 53* | 4 | -11% | 4%

Gathered by group: the entries above containing an aryl methoxy group
SMILES | FBPA Giardia inh | Cycloheximide cs | AmpC inh detg | Shiga inhibitor | HCMV inh | AmpC inh no detg | AMA1 RON2 block
COc1ccc(S(=O)(=O)NCCC(=O)Nc2ccc(C)cc2)cc1 | 4% | 2 | -6% | -13 | 14 | -36% | -7%
COc1ccc(Cl)cc1NC(=O)COc1ccc2c(c1)OCO2 | nt | nt | -8% | nt | 0 | -32% | -5%
CCOC(=O)C1=C(C)N(c2ccc(OC)cc2)C(=O)/C1=C\c1cccs1 | -1% | 6 | -11% | 2 | -62* | -12% | 21%
COc1ccc(C(=O)NC(Cc2ccccc2)c2ccc3c(c2)OCCCO3)cc1 (stereo unspecified) | 1% | 16 | -13% | -4 | 16 | -32% | 5%
COc1cnc(SCc2ccc(Cl)c(Cl)c2)nc1Cl | 4% | 2 | 0% | 24 | 32 | -9% | 23%
COc1cccc(-c2nc(-c3ccc4c(c3)-c3ccccc3S4(=O)=O)c(-c3ccccc3)[nH]2)c1OC | 1% | -4 | -6% | 10 | 28 | ? | 26%
COc1ccc(OC)c(/C=N/NC(=O)c2cnccn2)c1 | -5% | 9 | -5% | 69* | 16 | -8% | 11%
COc1ccc(S(=O)(=O)NC2CCCC2)cc1C(N)=O | nt | -3 | ? | -7 | 10 | -17% | -1%
